High-throughput results: PubChem BioAssay, several laboratories
CHRM5 antagonist – CHRM5 antagonism in calcium assay; inhibition, % at 3 µM; AID 624040; actives 0.59% (n = 360,000); CHO-hM5 cells, Fluo-8 calcium fluorescence, ACh EC80;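 active = inhibition above a per-plate cutoff, the mean of that plate's test compounds plus 3 SD, cut at about 27% in these data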;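 note: 0% = acetylcholine EC80 with DMSO and 100% = DMSO without agonist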
Target sequence (P08912 whole entry, looked up): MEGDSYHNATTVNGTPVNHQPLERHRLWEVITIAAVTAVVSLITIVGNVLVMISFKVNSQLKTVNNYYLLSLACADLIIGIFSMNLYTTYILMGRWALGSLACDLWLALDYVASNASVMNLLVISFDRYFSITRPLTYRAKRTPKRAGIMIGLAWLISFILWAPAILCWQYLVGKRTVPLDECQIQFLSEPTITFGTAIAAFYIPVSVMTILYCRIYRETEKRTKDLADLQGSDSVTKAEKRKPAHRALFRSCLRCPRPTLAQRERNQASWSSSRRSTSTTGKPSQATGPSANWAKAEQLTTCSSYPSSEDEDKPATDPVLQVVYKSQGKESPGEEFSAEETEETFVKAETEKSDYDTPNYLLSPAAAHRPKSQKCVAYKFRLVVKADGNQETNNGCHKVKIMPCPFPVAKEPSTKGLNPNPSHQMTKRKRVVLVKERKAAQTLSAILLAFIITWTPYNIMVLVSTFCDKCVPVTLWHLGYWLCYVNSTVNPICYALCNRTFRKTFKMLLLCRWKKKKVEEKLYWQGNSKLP
CRFBP-R2 agonist – agonists of human CRF-binding protein/CRF-R2 receptor complex; activation, % at 13.2 µM; HEK293 CRF-R2/CRF-BP, calcium dye fluorescence (FLIPR); percent of saturating CRF peptide response; actives 0.46% (n = 350,000); AID 588473;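 active = activation of at least 50%, plus an integration ratio under a set limit after plate pattern correction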;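 note: plate controls were neutral control wells without compound for no effect and CRF at EC100 for full effect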
M5 PAM – positive allosteric modulators of human muscarinic M5 receptor; activation, % at 3 µM; actives 0.3% (n = 360,000); CHO-K1 hM5, Fluo-8 calcium, ACh EC20 PAM; 0% = ACh EC20, 100% = ACh EC100;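 active = activation above the run cutoff, the mean activation of all test compounds plus 3 SD, cut at about 18% in these data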
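Test system: CHO-K1 hM5 cells / Doses: single-point, 3 µM nominal / Times: Post-acetylcholine fluorescence recording 140 s / Technique: Fluo-8 calcium fluorescence / Measure: Max/basal fluorescence ratio as % of EC20–EC100 ACh window / Benchmarks: low control EC20 acetylcholine (0%), high control EC100 acetylcholine (100%) / Replicates: one well per compound, no replicates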
CHRM4 antagonist – blocks acetylcholine activation of human M4 receptor; CHO-hM4 cells, ACh EC80, Fluo-8 calcium fluorescence; actives 0.73% (n = 360,000); P08173; inhibition, % at 3 µM;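 active = inhibition above its plate's cutoff, the mean inhibition of sample wells plus 3 SD, cut at about 27% in these data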;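 note: 0% = acetylcholine EC80 with DMSO and 100% = DMSO without agonist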
Target sequence (P08173 whole entry, looked up): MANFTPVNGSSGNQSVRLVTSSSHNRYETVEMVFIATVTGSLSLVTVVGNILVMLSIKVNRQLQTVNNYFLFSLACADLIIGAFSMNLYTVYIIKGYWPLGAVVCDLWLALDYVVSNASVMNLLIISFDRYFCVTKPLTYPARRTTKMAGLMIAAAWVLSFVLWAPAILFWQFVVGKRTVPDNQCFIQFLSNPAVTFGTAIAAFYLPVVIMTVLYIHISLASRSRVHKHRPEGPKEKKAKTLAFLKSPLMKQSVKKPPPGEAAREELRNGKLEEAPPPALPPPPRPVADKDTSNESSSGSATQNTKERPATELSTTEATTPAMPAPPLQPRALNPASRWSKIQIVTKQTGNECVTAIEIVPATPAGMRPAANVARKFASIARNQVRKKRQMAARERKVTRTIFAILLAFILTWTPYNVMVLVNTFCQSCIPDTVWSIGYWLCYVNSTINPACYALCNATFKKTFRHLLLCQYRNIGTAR
M1 PAM – human CHRM1 positive allosteric modulation. P11229. CHO-K1 hM1, Fluo-8 calcium fluorescence, ACh EC20; 0% = ACh EC20, 100% = maximal ACh. activation, % at 3 µM. actives 0.088% (n = 360,000); in the data active = activation above about 19%, passing the limit was not always enough
CRFR2-BP antag – blocks CRF-induced signaling of the CRF-BP/CRF-R2 complex. HEK293 CRF-R2/CRF-BP, CRF-induced calcium fluorescence. inhibition, % at 11.8 µM. actives 0.59% (n = 350,000). AID 588475;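 active = inhibition of the ligand-induced calcium signal above about 50% at the single tested concentration, limit read from the data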
M5 ag – CHRM5 agonism in calcium assay; CHO-K1 hM5 cells, Fluo-8 calcium fluorescence; 0% DMSO wells, 100% maximal acetylcholine response; AID 624037; actives 0.19% (n = 360,000); activation, % at 3 µM; P08912;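 active = activation above the run's mean over test compounds plus 3 SD, cut at about 23% in these data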;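 note: signal is peak over basal fluorescence ratio across the kinetic read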
M4 ag – CHRM4 agonism in calcium assay; activation, % at 3 µM; actives 0.14% (n = 360,000); CHO-K1 hM4/Gqi5, Fluo-8 calcium fluorescence; vehicle 0%, full acetylcholine response 100%; P08173;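 active = activation above the run mean over all test wells plus 3 SD, cut at about 32% in these data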;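 note: peak over basal fluorescence ratio per well then scaled between controls; 0% = DMSO wells and 100% = acetylcholine at EC100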
CHRM4 PAM – CHRM4 positive allosteric modulation; P08173; CHO-K1 hM4/Gqi5, Fluo-8 calcium fluorescence, ACh EC20; 0% = ACh EC20, 100% = maximal ACh; activation, % at 3 µM; actives 0.4% (n = 360,000); AID 624126;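 active = activation above its plate's cutoff, the mean activation of sample wells plus 3 SD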; note: some results filed as inactive read as strong as hits
* = called active by the depositor; . = not tested or not shown.

A first look:
cpd	smiles	M4 ag	M5 PAM	CRFR2-BP antag	CHRM4 antagonist	M5 ag	CRFBP-R2 agonist	CHRM5 antagonist	CHRM4 PAM	M1 PAM
1	Cc1c2cn[nH]c(=O)c2c(C)n1Cc1ccc(F)cc1	0	-5	-31	2	-2	25	8	-6	-3
2	CCN(CC)S(=O)(=O)c1ccc2c(c1)nc(SC(C)C(N)=O)n2-c1ccc(OC)cc1 (configuration not stated)	2	8	-3	-11	-2	1.7	7	7	11
3	COC(=O)[C@@]12CCCCN1[C@H](c1ccc(SC3CCCCC3)c(OC)c1)[C@@H]1C(=O)N(C)C(=O)[C@@H]12	0	-7	-4	0	-1	-0.3	15	-2	1
4	COc1ccc(-c2cc(C(=O)NCC3CCCO3)c3cc(C)ccc3n2)cc1 (configuration not stated)	9	-7	-34	-6	3	-0.4	3	0	1
5	COc1ccc(-c2c(C#Cc3ccsc3)c3cc(-c4ccc5c(c4)OCO5)ccc3n2C)cc1	2	-5	5	-12	4	0.4	10	12	16
6	COc1cccc(NC(=O)CN(C)C(=O)c2ccccc2Sc2ccccc2C#N)c1	13	-12	9	-18	3	-1.2	3	2	1
7	COc1ccc(NCc2nnc(SCC(=O)N3CCCc4ccccc43)n2C)cc1	2	1	0	3	0	-1.8	6	1	5
8	COCc1[nH]nc2c1C(c1ccsc1)C(C#N)=C(N)O2 (configuration not stated)	0	-3	-12	-3	0	0.7	-2	3	5
9	O=S(=O)(Nc1ccc(N2CCOCC2)cc1)c1ccc(Cl)s1	2	-2	-42	0	0	4.6	5	-1	1
10	COc1cc(OC)cc(C(=O)O/N=C(\N)c2cccc(C)c2)c1	1	-6	10	-5	-2	0.0	4	-4	-3
11	COc1ccc(C(=O)N/N=C/c2ccc(N(C)c3ccccc3)cc2)cc1	4	-4	10	3	-2	-1.7	18	-4	7
12	Cc1ccc(/C(N)=N/OC(=O)CCC2CCCC2)cc1	0	-6	-24	-4	-4	-0.6	9	6	-3
13	Cc1ccc(Cl)cc1N1CCN(C(=O)C2CCN(S(=O)(=O)c3cccnc3)CC2)CC1	17	-10	8	7	9	1.4	11	0	-7

All compounds of this part, from the start:
cpd	smiles	M4 ag	M5 PAM	CRFR2-BP antag	CHRM4 antagonist	M5 ag	CRFBP-R2 agonist	CHRM5 antagonist	CHRM4 PAM	M1 PAM
1	Cc1c2cn[nH]c(=O)c2c(C)n1Cc1ccc(F)cc1	0	-5	-31	2	-2	25	8	-6	-3
2	CCN(CC)S(=O)(=O)c1ccc2c(c1)nc(SC(C)C(N)=O)n2-c1ccc(OC)cc1 (configuration not stated)	2	8	-3	-11	-2	1.7	7	7	11
3	COC(=O)[C@@]12CCCCN1[C@H](c1ccc(SC3CCCCC3)c(OC)c1)[C@@H]1C(=O)N(C)C(=O)[C@@H]12	0	-7	-4	0	-1	-0.3	15	-2	1
4	COc1ccc(-c2cc(C(=O)NCC3CCCO3)c3cc(C)ccc3n2)cc1 (configuration not stated)	9	-7	-34	-6	3	-0.4	3	0	1
5	COc1ccc(-c2c(C#Cc3ccsc3)c3cc(-c4ccc5c(c4)OCO5)ccc3n2C)cc1	2	-5	5	-12	4	0.4	10	12	16
6	COc1cccc(NC(=O)CN(C)C(=O)c2ccccc2Sc2ccccc2C#N)c1	13	-12	9	-18	3	-1.2	3	2	1
7	COc1ccc(NCc2nnc(SCC(=O)N3CCCc4ccccc43)n2C)cc1	2	1	0	3	0	-1.8	6	1	5
8	COCc1[nH]nc2c1C(c1ccsc1)C(C#N)=C(N)O2 (configuration not stated)	0	-3	-12	-3	0	0.7	-2	3	5
9	O=S(=O)(Nc1ccc(N2CCOCC2)cc1)c1ccc(Cl)s1	2	-2	-42	0	0	4.6	5	-1	1
10	COc1cc(OC)cc(C(=O)O/N=C(\N)c2cccc(C)c2)c1	1	-6	10	-5	-2	0.0	4	-4	-3
11	COc1ccc(C(=O)N/N=C/c2ccc(N(C)c3ccccc3)cc2)cc1	4	-4	10	3	-2	-1.7	18	-4	7
12	Cc1ccc(/C(N)=N/OC(=O)CCC2CCCC2)cc1	0	-6	-24	-4	-4	-0.6	9	6	-3
13	Cc1ccc(Cl)cc1N1CCN(C(=O)C2CCN(S(=O)(=O)c3cccnc3)CC2)CC1	17	-10	8	7	9	1.4	11	0	-7
14	COc1ccc(CNC(=O)Cn2nc([N+](=O)[O-])c(Br)c2C)cc1OC	1	-7	10	-11	0	0.9	3	-3	15
15	Cc1ccc(C(=O)Nc2c(-c3cccs3)c(=O)c3ccccc3n2C)cc1	-1	2	-4	8	1	0.5	3	4	4
16	CS(=O)(=O)N(Cc1ccccc1)c1ccc(C(=O)NN=C2CCCCCC2)cc1	2	-5	6	0	0	-0.7	8	-7	-6
17	O=C1c2oc3ccccc3c(=O)c2C(c2cccc(O)c2)N1CCCN1CCOCC1 (configuration not stated)	0	-17	1	7	-4	-1.1	5	-9	-10
18	O=C(/C=C/c1ccccc1)N1CCN(CC(O)COc2ccccc2)CC1 (configuration not stated)	3	3	5	2	-1	-1.1	-5	14	10
19	Cc1ccc(NC(=O)NNC(=O)CN2C(=O)COc3ccccc32)cc1	1	4	8	-8	-4	0.9	2	-6	1
20	Cc1ccc(CCNC(=O)CCSCc2ccc(Cl)cc2)cc1	0	4	-16	-1	-1	-3.4	-1	3	13
21	CCCCCN1C/C=C\C(c2ccc(OC)cc2)N(Cc2ccc(F)cc2)C(=O)C1 (configuration not stated)	1	-4	10	2	0	-3.1	7	3	2
22	CCC1(CC)NC(=O)N(CC(=O)OCC(=O)Nc2sccc2C#N)C1=O	0	-4	-10	2	0	-0.8	-7	-4	7
23	Cn1nnnc1SCC(=O)NC(C)(C)C	1	2	-7	-3	0	-1.1	-7	6	3
24	CC1c2c([nH]c3ccccc23)CCC1C(=O)O (configuration not stated)	1	-3	14	-4	-1	-2.6	2	2	13
25	O=C(c1cccc2ccccc12)C1CCCN(C(=O)CCCn2cncn2)C1 (configuration not stated)	4	2	-8	-2	-2	-0.5	5	-2	3
26	CS(=O)(=O)c1ccc(-c2nnn(CC(=O)N3CCCCC3)n2)cc1	1	10	7	6	3	-1.6	6	2	7
27	CC(=O)c1cccc(NC(=S)NC(=O)c2ccc(Cl)cc2)c1	1	-1	-10	-13	-3	-1.4	-2	6	3
28	N#C/C(=C\c1ccccc1)C(=O)N1CCC(C(N)=O)CC1	0	-2	4	7	-3	-0.4	6	-4	4
29	COc1ccc2[nH]c(C)c(CCN3C(=O)C4C5C=CC(C5)C4C3=O)c2c1 (configuration not stated)	6	0	-1	-4	2	1.6	-7	-1	3
30	CC(C)(C)c1ccc(-c2nc3[nH]c(=O)cc(NC(=O)c4ccco4)n3n2)cc1	0	10	16	-6	-3	0.8	-6	5	0
31	COc1ccc(C(=O)NCC(=O)OCc2c(Cl)cccc2Cl)cc1OC	2	1	-34	-4	5	-0.3	-5	4	1
32	O=C(COC(=O)Cc1ccsc1)Nc1ccc(Br)cc1F	-1	-2	1	0	0	0.9	2	-2	-3
33	Cc1ccccc1S(=O)(=O)Nc1nc2ccccc2nc1NCCO	0	2	-8	2	0	-1.4	1	5	8
34	CCCCCNC(=O)c1c[nH]c2ccc(S(=O)(=O)N3CCC4(CC3)OCCO4)cc2c1=O	0	0	4	4	-1	-1.1	0	0	3
35	CCn1c(SCC(=O)c2c(N)n(C3CC3)c(=O)[nH]c2=O)nc2cc(S(N)(=O)=O)ccc21	1	5	0	6	2	1.2	8	2	7
36	CC(C)Cn1c(-c2ccc(Br)o2)n[nH]c1=S	1	-4	1	-4	-4	-0.7	12	2	2
37	CC(C)N(C)NC(=S)Nc1ccccc1	1	-3	-14	-5	-5	3.3	1	1	4
38	CCC(C)Sc1ccc([C@@H]2[C@@H]3C(=O)N(CC)C(=O)[C@@H]3[C@]3(C(=O)OC)CCCCN23)cc1OC (some centres not stated)	1	-4	-2	5	-2	-0.4	10	-2	0
39	COc1ccc(S(=O)(=O)N2CCCCCC2)cc1N(C)S(=O)(=O)c1ccc(C)cc1	4	-15	-5	-11	1	0.6	21	-11	-8
40	N#Cc1c(N)oc(-c2ccc3c(c2)OCO3)c1-c1ccc2c(c1)OCO2	2	0	34	-5	-3	0.1	-4	4	9
41	O=C(COC(=O)c1ccc(Cl)nc1)Nc1cc(S(=O)(=O)N2CCOCC2)ccc1Cl	4	1	-16	-8	2	2.9	-4	4	5
42	CC(C)NC(=O)CSc1nc2[nH]ncc2c(=O)[nH]1	0	-6	-1	6	1	0.2	8	-7	9
43	CCCc1nnc(SCC(=O)N2CCOCC2)n1CCCOC	0	5	-10	-7	2	0.4	-2	1	10
44	Cc1cnc2c(N)cc(C)c(C)c2c1	0	-1	17	-24	-2	-1.1	-3	8	13
45	NNS(=O)(=O)c1ccc2c(c1)Cc1cc(S(=O)(=O)NN)ccc1-2	1	3	-2	-4	-1	-0.7	4	-1	6
46	O=C(/C=C/c1cccc(Cl)c1)Nc1ccncc1	2	3	-16	3	1	0.4	-7	8	11
47	Cc1ccc(OCC(=O)O/N=C(\N)c2cccc([N+](=O)[O-])c2)cc1C	14	-18	-28	5	4	5.3	15	-24	-7
48	O=C(N/N=C/c1ccc2ncccc2c1)c1cc(-c2cccs2)nc2ccccc12	3	5	-7	-5	2	-1.0	-6	2	-6
49	O=C(N/N=C/c1ccncc1)C1CC1C(=O)N/N=C/c1ccncc1 (configuration not stated)	0	0	-10	2	0	-1.5	-2	4	-4
50	C[C@@H]1CN([C@H](C)CO)C(=O)CCCn2cc(nn2)CO[C@H]1CN(C)C(=O)CCC(F)(F)F	0	3	12	4	2	-1.7	-1	-3	1
51	COc1ccc2nc(SCC(=O)NCC(F)(F)F)[nH]c2c1	1	11	1	2	3	-0.8	-4	-9	-5
52	Cc1cc(N2C(=O)C(O)=C(C(=O)c3ccc(C)o3)C2c2ccc(OCc3ccccc3)cc2)no1 (configuration not stated)	0	7	4	1	0	0.4	-12	7	14
53	O=C(Nc1cccc(S(=O)(=O)N2CCCCCC2)c1)C1CCN(C(=O)c2ccc(Cl)cc2)CC1	8	-5	-3	-4	-2	2.5	13	-8	6
54	CCCNC(=O)C1(C)CCCN(Cc2cccc(Oc3ccccc3)c2)C1 (configuration not stated)	-2	-1	.	-3	-2	.	4	-4	-4
55	CCC(=O)Nc1ccc(C(=O)NCCCn2ccnc2)cc1	0	-3	-13	0	-3	0.7	6	0	4
56	COc1ccc(-c2[nH]ncc2CN2CCCCCCC2)c(OC)c1	0	-4	-12	-5	-18	-0.4	5	-15	-8
57	CC1(C)NC(=O)N(CCOCCOc2cccc(Oc3ccccc3)c2)C1=O	6	-5	34	-17	-2	-0.2	9	-2	-6
58	CCC(=O)Nc1ccccc1Oc1ccccc1	-1	-1	4	-5	-2	-0.8	-5	2	2
59	Cc1cccc(C(=O)NCCN2CCOCC2)c1[N+](=O)[O-]	3	-8	19	-5	-1	-5.6	9	8	2
